Screening data (PubChem)
Pax4 gene expression: activators of Pax4 gene expression, primary screen, RT-PCR, mouse alpha TC1 cells, single point (AID 1053180); activation, % at 10 µM; 0.2% of 9,600 active; mouse alpha TC1 cells, Pax4 mRNA qPCR, 6 days; hits give high values; 100% = Pax4 plasmid added at qPCR;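 active = highest normalized replicate activity of 15 or more, or at least half the replicates reach 15 or more; inactive = neither condition met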;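 note: pax4 Ct normalized to GAPDH with activation seen as lower delta delta Ct; plate controls were plate neutral control wells for no effect and Pax4 plasmid positive control for full effect; each compound tested in two replicate wells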
YAP1 CTGF inhibition: reduction of CTGF mRNA in DLD1 cells – DLD1 colon cancer cells, RT-qPCR, single point, primary screen (AID 743449); DLD1 CTGF mRNA qPCR, 24 h; hits give high values; inhibition, % at 12.5 µM; 0.9% of 9,900 active;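 active = mean normalized replicate activity at least 50 and at least half of replicates each reaching 50; inconclusive = only one of the two criteria met; inactive = neither criterion met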;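 note: 0% = neutral control wells and 100% = dasatinib control wells; higher means stronger suppression of CTGF expression like dasatinib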
An asterisk follows results filed as active; u = inconclusive; x = no result given; & = joins results of further samples. This is a subset; rates above refer to the full screens.

SMILES	Pax4 gene expression	YAP1 CTGF inhibition
COc1ccccc1-c1cccc(-c2nc(C(=O)N3CCN(C)CC3)cc3c2[C@H](CCO)N([S@@](=O)C(C)(C)C)C3)c1	0.0	-9.6
C[C@H](O)C#Cc1ccc([C@H]2[C@H]3CN(CC4CC4)CCCCN3[C@H]2CO)cc1	0.0	-34.8
Cc1noc(C)c1NC(=O)N(C)C[C@H]1Oc2c(NC(=O)CCC(F)(F)F)cccc2C(=O)N([C@H](C)CO)C[C@@H]1C	0.0	1.4
CCNC(=O)[C@@H]1[C@@H](CO)[C@@H]2Cn3c(ccc(-c4ccncc4)c3=O)[C@@H]2N1Cc1cc(F)ccc1F	0.0	-6.0
O=C(c1ccccn1)N1C[C@@H]2[C@H](c3ccccc31)[C@H](CO)N2C(=O)Nc1ccccc1Cl	0.0	-9.8
OC[C@@H]1[C@H](c2ccccc2)C2(CN(Cc3ccccc3F)C2)N1Cc1ccccc1F	x	-8.8
CC(C)[C@H]1C/C=C\CCNC(=O)[C@H](C)CC(=O)N1	0.0	-5.4
COc1ccc(NC(=O)N(C)C[C@H]2Oc3c(NS(=O)(=O)c4c(C)noc4C)cccc3C(=O)N([C@@H](C)CO)C[C@H]2C)cc1	0.0	-14.0
CC(=O)N1CCCCN2[C@@H](CO)[C@@H](c3ccc(-c4ccccc4)cc3)[C@@H]2C1	0.0	-12.5
COc1ccc(CNC(=O)C[C@@H]2C=C[C@@H](NC(=O)c3cccc(F)c3)[C@H](CO)O2)cc1	0.0	-5.1
C[C@H](CO)N1C[C@H](C)[C@H](CN(C)C(=O)Cc2ccccc2)OCCCC[C@H](C)Oc2ccc(NS(C)(=O)=O)cc2C1=O	0.0	-14.1
O=C(C[C@H]1C=C[C@H](NC(=O)Cc2ccccn2)[C@@H](CO)O1)NCCc1ccncc1	0.0	-53.9
CNC[C@@H]1Oc2ccc(NC(=O)CCC(F)(F)F)cc2C(=O)N([C@@H](C)CO)C[C@@H]1C	0.0	2.7
CO[C@H]1CN(C)C(=O)c2ccc(NS(C)(=O)=O)cc2OC[C@@H](C)N(C(=O)CN(C)C)C[C@H]1C	0.0	-39.7
COC(=O)C[C@H]1C[C@@H]2c3cc(NC(=O)c4ccc5c(c4)OCO5)ccc3O[C@@H]2[C@H](CO)O1	0.0	7.8
CCCC#Cc1ccc([C@@H]2[C@H]3CN(C(=O)Nc4cccc(F)c4)CC(=O)N3[C@H]2CO)cc1	0.0	16.4
COCC(=O)Nc1ccc2c(c1)[C@H]1C[C@@H](CC(=O)NCc3ccc4c(c3)OCO4)O[C@H](CO)[C@H]1O2	0.0	-2.6
Cc1noc(C)c1S(=O)(=O)Nc1ccc2c(c1)C(=O)N([C@H](C)CO)C[C@@H](C)[C@H](CN(C)C(=O)NC1CCCCC1)O2	0.0	-18.8
Cc1noc(C)c1NC(=O)N(C)C[C@@H]1OCc2cnnn2CCCC(=O)N([C@@H](C)CO)C[C@H]1C	0.0	21.0
COCC(=O)Nc1ccc2c(c1)[C@@H]1C[C@@H](CC(=O)N[C@H](C)c3ccccc3)O[C@@H](CO)[C@@H]1O2	0.0	-6.3
Cc1ccccc1-c1ccc(C2[C@H]3CNC[C@@H]2N3Cc2ccc3c(c2)OCO3)cc1 (stereo partly drawn)	0.0&0.1	-18.9&-20.9
COc1ccc2c3c([nH]c2c1)[C@@H](CO)NCC31CN(S(=O)(=O)c2cccc(C)c2)C1	0.0	2.5
CO[C@@H]1CN(C)C(=O)c2cc(NC(=O)CC(F)(F)F)ccc2OC[C@H](C)N(CC2CC2)C[C@H]1C	0.0	2.0
CO[C@@H]1CN(C)C(=O)c2ccc(NS(C)(=O)=O)cc2OC[C@@H](C)N(C(=O)CN(C)C)C[C@@H]1C	0.0	-16.7
O=C(c1ccncc1)N1C[C@H]2[C@@H](c3ccccc31)[C@@H](CO)N2C(=O)CN1CCOCC1	0.0	-7.5
Cc1ccccc1S(=O)(=O)N1CC[C@H]2[C@H](CO)Nc3ccc(-c4ccc(F)cc4)cc3[C@H]21	0.0	8.0
CN1C(=O)c2cc(NC(=O)c3cccc(F)c3)ccc2OC[C@H]2O[C@@H](CC(=O)NCC3CCCCC3)CC[C@@H]21	0.0&0.0	17.8&15.4
O=C(Cc1ccccn1)N1CC2(C1)[C@H](c1ccccc1)[C@H](CO)N2C(=O)c1ccncc1	x	5.8
CCCNC(=O)Nc1ccc2c(c1)OC[C@@H](C)N(Cc1cncnc1)C[C@@H](C)[C@@H](OC)CN(C)C2=O	0.0	-6.4
O=C(CCN1CCCCC1)N[C@@H]1CC[C@@H](CC(=O)N2CCC(Cc3ccccc3)CC2)O[C@@H]1CO	0.0	-4.0
CCCC(=O)N1CC2(CN(Cc3nccs3)C2)c2c([nH]c3cc(OC)ccc23)[C@@H]1CO	0.0	-29.7
COC(=O)C[C@@H]1C[C@H]2c3cc(NC(=O)c4ccc5c(c4)OCO5)ccc3O[C@H]2[C@@H](CO)O1	0.0	-0.4
Cc1ccccc1-c1ccc([C@H]2[C@H](CO)N3CCCCN(S(=O)(=O)Cc4ccccc4)C[C@@H]23)cc1	0.0	u
O=C(C[C@H]1CC[C@@H]2[C@H](COC[C@@H](O)CN2C(=O)c2ccncc2)O1)Nc1ccc(-c2ccccc2)cc1	0.0	6.3
C[C@H]1CN([C@@H](C)CO)C(=O)c2cc(-c3ccc(C#N)cc3)cnc2O[C@@H]1CN(C)Cc1cccnc1	0.0	26.6
C[C@@H]1CCCCO[C@H](CN(C)C(=O)Nc2ccc(C(F)(F)F)cc2)[C@H](C)CN([C@H](C)CO)C(=O)c2cc(NS(=O)(=O)c3cn(C)cn3)ccc2O1	0.0	-18.1

3 entries drawn at random from the list so far:
SMILES	Pax4 gene expression	YAP1 CTGF inhibition
CO[C@@H]1CN(C)C(=O)c2cc(NC(=O)CC(F)(F)F)ccc2OC[C@H](C)N(CC2CC2)C[C@H]1C	0.0	2.0
C[C@H](CO)N1C[C@H](C)[C@H](CN(C)C(=O)Cc2ccccc2)OCCCC[C@H](C)Oc2ccc(NS(C)(=O)=O)cc2C1=O	0.0	-14.1
CO[C@@H]1CN(C)C(=O)c2ccc(NS(C)(=O)=O)cc2OC[C@@H](C)N(C(=O)CN(C)C)C[C@@H]1C	0.0	-16.7

Remaining list, next part
SMILES	Pax4 gene expression	YAP1 CTGF inhibition
CC[C@@H]1C/C=C\C[C@H](C(C)C)NC(=O)CCC(=O)N1	0.1	16.6
O=C1CNC[C@H]2[C@H](c3ccc(C4=CCCC4)cc3)[C@H](CO)N12	0.0	1.8
N#Cc1ccc(-c2ccc([C@@H]3[C@@H]4CN(Cc5cocn5)C[C@H]3N4)cc2)cc1	0.1	-174.2
COc1ccc(C#Cc2cccc(-c3nc(C(=O)NCc4ccc5c(c4)OCO5)cc4c3[C@@H](CCO)N(S(=O)C(C)(C)C)C4)c2)cc1OC (stereo partly drawn)	0.0	40.1
O=C(Nc1ccccc1F)N[C@H]1CC[C@H](CCNC(=O)C2CC2)O[C@@H]1CO	0.0	17.0
COc1ccccc1-c1cn(CC[C@H]2CC[C@@H](NC(=O)C3CCCCC3)[C@@H](CO)O2)nn1	0.0	-2.4
C[C@@H]1CN([C@@H](C)CO)C(=O)c2cc(N(C)C)ccc2O[C@@H]1CN(C)Cc1ccc(Oc2ccccc2)cc1	0.0	-44.4
COc1ccc(S(=O)(=O)Nc2ccc3c(c2)OC[C@H](C)NC[C@H](C)[C@@H](OC)CN(C)C3=O)cc1	0.0	-21.3
COc1cccc(-c2ccc3c(c2)[C@H]2[C@H](CCN2C(=O)c2ccccn2)[C@@H](CO)N3)c1	0.0	0.0
COc1ccc(NC(=O)N(C)C[C@H]2OCCCC[C@H](C)Oc3ccc(NC(=O)c4ccncc4)cc3C(=O)N([C@@H](C)CO)C[C@H]2C)cc1	0.0	-12.6
COc1ccc(-c2ccc([C@@H]3[C@@H](CO)N4C(=O)CN(Cc5ccccc5)C[C@@H]34)cc2)cc1	0.0	15.7
C[C@@H]1CCCCO[C@@H](CN(C)Cc2ccncc2)[C@@H](C)CN([C@H](C)CO)C(=O)c2cc(NC(=O)Cc3ccccc3)ccc2O1	0.0	6.1

5 consecutive records out of the list so far, quoted:
SMILES	Pax4 gene expression	YAP1 CTGF inhibition
COc1ccccc1-c1cccc(-c2nc(C(=O)N3CCN(C)CC3)cc3c2[C@H](CCO)N([S@@](=O)C(C)(C)C)C3)c1	0.0	-9.6
C[C@H](O)C#Cc1ccc([C@H]2[C@H]3CN(CC4CC4)CCCCN3[C@H]2CO)cc1	0.0	-34.8
Cc1noc(C)c1NC(=O)N(C)C[C@H]1Oc2c(NC(=O)CCC(F)(F)F)cccc2C(=O)N([C@H](C)CO)C[C@@H]1C	0.0	1.4
CCNC(=O)[C@@H]1[C@@H](CO)[C@@H]2Cn3c(ccc(-c4ccncc4)c3=O)[C@@H]2N1Cc1cc(F)ccc1F	0.0	-6.0
O=C(c1ccccn1)N1C[C@@H]2[C@H](c3ccccc31)[C@H](CO)N2C(=O)Nc1ccccc1Cl	0.0	-9.8

(next part)
SMILES	Pax4 gene expression	YAP1 CTGF inhibition
Cc1ccc(S(=O)(=O)N(C)C[C@H]2Oc3c(NS(C)(=O)=O)cccc3C(=O)N([C@H](C)CO)C[C@@H]2C)cc1	0.0	3.2
O=C(NC1Cc2ccccc2C1)[C@H]1N[C@H]2c3cccc(=O)n3C[C@H]2[C@@H]1CO	0.0	9.3
C[C@@H]1CN([C@@H](C)CO)C(=O)CCCn2nncc2CO[C@@H]1CN(C)C(=O)CCC(F)(F)F	0.0	-16.4
C/C=C/c1ccc([C@H]2[C@@H](CO)N[C@@H]2CN(CC(C)C)C(=O)c2ccccn2)cc1	0.0	22.9
COc1cccc(C(=O)N2C[C@H]3[C@@H](c4ccccc42)[C@H](CO)N3C(=O)c2cccc(F)c2)c1	0.0	-40.1
CCCNC(=O)[C@@H]1[C@@H](CO)[C@@H]2Cn3c(ccc(C4=CCCC4)c3=O)[C@@H]2N1C(=O)c1cnccn1	0.0	-17.0
C[C@@H]1CN([C@H](C)CO)C(=O)c2ccccc2-c2ccccc2CO[C@H]1CN(C)S(=O)(=O)c1cccc(C#N)c1	0.0	-14.1
Cc1noc(C)c1NC(=O)N(C)C[C@@H]1OCCCC[C@@H](C)Oc2ccc(NC(=O)Nc3ccc(C(F)(F)F)cc3)cc2C(=O)N([C@@H](C)CO)C[C@H]1C	0.0	-1.5
CC(C)CN(C[C@H]1N[C@H](CO)[C@@H]1c1ccccc1)C(=O)C1CCCCC1	0.0	-52.6
COCCNC(=O)C[C@H]1CC[C@H]2[C@@H](COc3ccc(NS(=O)(=O)c4ccc(Cl)cc4)cc3C(=O)N2C)O1	0.0	u
COc1ccccc1-c1cn(CC[C@@H]2CC[C@@H](NC(=O)C3CCCCC3)[C@@H](CO)O2)nn1	0.0	-18.7
CCC(=O)N1CC[C@@H]2[C@H]1c1cc(C#Cc3ccccc3F)ccc1N[C@@H]2CO	0.0	28.2
O=C([C@H]1[C@H](CO)[C@H]2Cn3c(cccc3=O)[C@H]2N1C(=O)CC1CC1)N1CCc2ccccc2C1	0.0	3.1
CN1C(=O)c2cc(NC(=O)c3cccc(Cl)c3)ccc2OC[C@@H]2O[C@@H](CC(=O)NC3CCCCC3)CC[C@@H]21	0.0	6.9
O=C(C[C@H]1CC[C@@H]2[C@H](COC[C@@H](O)CN2C(=O)Nc2cc(Cl)cc(Cl)c2)O1)N1CCOCC1	0.1	37.1
CN(C)CC(=O)N1[C@H](C#N)[C@H](c2ccc(C#CC3CCCCC3)cc2)[C@H]1CO	0.0	8.3
CCC(=O)Nc1ccc2c(c1)C(=O)N(C)C[C@H](OC)[C@@H](C)CN(Cc1nccs1)[C@@H](C)CO2	0.0	-34.4
CN(C[C@@H]1N[C@H](CO)[C@H]1c1ccc(C2=CCCC2)cc1)C(=O)c1cccc(F)c1	0.0	-33.2
CNC[C@H]1OCCCC[C@@H](C)Oc2ccc(N)cc2C(=O)N([C@@H](C)CO)C[C@@H]1C	0.0	-15.8
O=C(C[C@H]1CC[C@H]2NC[C@@H](O)COC[C@@H]2O1)Nc1ccc(-c2ccccc2)cc1	0.0	14.0
